# Screening results as filed in PubChem.
# Sm TGR inh: inhibitors of Schistosoma mansoni thioredoxin glutathione reductase. purified TGR, DTNB reduction, TNB absorbance 405 nm. Potency, µM (series often up to 114 µM), for the others: at the top dose activity change, negative = inhibition, actives largely listed as inhibitors. 360,000 tested, 3% active. AID 485364; also: nearly all actives have a fitted effect of over 60% in size
#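 Kinetic colorimetric format: TGR-catalysed, NADPH-driven DTNB reduction monitored via TNB absorbance. Enzyme dispensed at 20 nM; compound exposure 15 min at room temperature before reaction start.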
# Tb PYK inh: inhibitors of Trypanosoma brucei pyruvate kinase; 410,000 tested, 0.12% active; Potency, µM (titrated, usually from 76.8 µM), for the others: at the highest dose activity, negative = inhibition, most hits filed as inhibitors; AID 624173; Q57TT1; TbPYK enzyme, Kinase-Glo Plus ATP luminescence, 45 min; also: nearly all actives have a fitted effect of over 50% in size
#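 T. brucei PYK with substrate was exposed to pin-transferred compounds across a concentration series, then started with 130 uM ADP (final). After 45 min at room temperature, Kinase-Glo Plus luminescence was read, normalized and curve-fitted.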
# LmPK inh: blocks Leishmania mexicana pyruvate kinase activity | 290,000 tested, 0.37% active | Q27686 | Potency, µM (highest dose often 57.5 µM), for the others: top-dose activity change, negative = inhibition, actives largely listed as inhibitors | purified LmPK, Kinase-Glo ATP luminescence, 1 h | AID 1721
# Target sequence (Q27686 whole entry, looked up): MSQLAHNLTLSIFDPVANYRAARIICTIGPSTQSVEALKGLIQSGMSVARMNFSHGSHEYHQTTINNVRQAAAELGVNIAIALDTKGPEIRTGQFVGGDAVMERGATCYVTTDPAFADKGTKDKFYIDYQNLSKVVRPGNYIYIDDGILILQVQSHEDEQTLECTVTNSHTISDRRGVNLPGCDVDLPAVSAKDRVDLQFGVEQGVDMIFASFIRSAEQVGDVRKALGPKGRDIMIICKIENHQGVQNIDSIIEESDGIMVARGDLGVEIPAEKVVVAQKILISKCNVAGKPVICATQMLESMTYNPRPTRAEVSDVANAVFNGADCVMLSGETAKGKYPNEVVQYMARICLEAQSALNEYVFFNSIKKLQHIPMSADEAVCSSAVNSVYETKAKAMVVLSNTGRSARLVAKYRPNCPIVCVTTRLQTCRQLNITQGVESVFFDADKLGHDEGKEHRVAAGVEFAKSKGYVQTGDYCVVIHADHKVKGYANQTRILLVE
#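 Purified LmPK (0.1 nM) with 0.5 mM PEP and 0.1 mM ADP in imidazole buffer pH 7.2 with MgCl2/KCl, 1 h at room temperature. ATP formed was read by luciferase luminescence and normalized to no-enzyme and uninhibited controls.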
# HCV inhibitor: inhibitors of hepatitis C virus infection | Potency, µM (highest dose often 41.8 µM), for the others: top-dose activity change, negative = inhibition, most hits filed as inhibitors | 340,000 tested, 3.4% active | Huh7.5.1 HCVcc-Cre infection, luciferase reporter, 44 h | AID 651820
#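 Reporter virus HCVcc-Cre (~0.5 moi) infects cells exposed to compound; seeding density 1,000 cells/well with 4 h settling beforehand. Luminescence, 15 sec read, taken 44 h post-infection following a 15 min RT substrate incubation.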
# Pf growth 48h: P. falciparum growth inhibition at 48 hours (one generation) | P. falciparum luciferase growth in erythrocytes, 48 h | Potency, µM (series often up to 28.7 µM), without a hit: at the highest dose activity change, negative = inhibition, actives largely listed as inhibitors | 310,000 tested, 5.9% active | AID 504832
#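 Luciferase-expressing parasites in RBCs, 2% Hct / 0.1% parasitemia final; RPMI 1640 + 0.5% Albumax; 37 C, 5% CO2, one generation; luminescence read-out, lower signal = inhibition.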
# Pf growth 96h: inhibits malaria parasite growth, 96 h | P. falciparum luciferase reporter growth, 96 h | Potency, µM (top dose mostly 28.7 µM), for the others: at the top dose activity change, negative = inhibition, most hits filed as inhibitors | 320,000 tested, 6.9% active | AID 504834
#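 Cell-based qHTS: luciferase-tagged P. falciparum in erythrocytes (2% hematocrit, 0.05% parasitemia final) incubated with compounds for 96 hours, 37 C, 5% CO2; luciferase detection reagent then added and luminescence measured.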
# * marks the source's active call; other numbers are inactive results; ? = inconclusive; nt = not tested or not shown; & = joins results of further samples; [ ] = remark or other dose. Calls follow the shape of the dose curve; as a rule, active = well fitted curve in the direction sought with a large enough effect; inconclusive = small, poorly fitted or top-dose-only effect, or another doubt; inactive = no such curve, though single readings can be large; an effect the other way counts as inactive or inconclusive. % is scaled to controls: 0 for no effect and ±100 for the full control effect; potency is read from the fitted curve at half-maximal effect.
SMILES,Sm TGR inh,Tb PYK inh,LmPK inh,HCV inhibitor,Pf growth 48h,Pf growth 96h
Cc1ccccc1-c1nc(CN2CCC(C(=O)NCc3cccs3)CC2)c(C)o1,-8%,-16%,4%,?,nt,-14%
CC(C)Cc1cc(C(=O)N2CCCC(CO)(Cc3ccc(F)cc3F)C2)n[nH]1 (stereo unspecified),2%,1%,3%,12%,26%,?
CCc1nnc(NC(=O)c2ccc(-c3cc(C(F)(F)F)ccc3Cl)o2)s1,0%,10%,4%,-13%,64%[activator],109%[activator]
COc1ccc(C(=O)C2CCCN(Cc3ccc(C#CCCO)cc3)C2)c(OC)c1 (stereo unspecified),-1%,-21%,7%,-18%,?,?
CC(C)OC(=O)CC1=NC(=O)CS1,0%,3%,2%,5%,15%,2%
CCOC(=O)C1CCN(C(=O)c2ccc(S(=O)(=O)Nc3ccccc3Cl)cc2)CC1,-12%,-4%,nt,-10%,-12%,-6%
Cn1cnnc1SCC(=O)Nc1ccc2ccccc2c1,-17%,2%,nt,32%[activator],52%[activator],156%[activator]
Cc1n[nH]c(=O)n1-c1ccc(Oc2ccccc2)cc1,5%,-3%,-4%,-3%,87%[activator],182%[activator]
CC(=O)N1CCc2c(sc(NC(=O)CCS(=O)(=O)c3ccccc3)c2C#N)C1,-9%,-1%,-1%,-4%,3%,?
Cc1cc(OC(=O)c2cccc(Br)c2)c([N+](=O)[O-])c(=O)[nH]1,-17%,-2%,-7%,19%,12%,101%[activator]
COC(=O)N(C)c1nc2ccccc2s1,-18%,-5%,-7%,-14%,92%[activator],-9%
Cc1c(Cl)c([N+](=O)[O-])nn1CCCC(=O)Nc1c(Cl)cccc1Cl,0%,8%,-2%,-17%,4%,51%[activator]
C=CCOc1ccc(C2NC(=O)NC(C)=C2C(=O)OC)cc1 (stereo unspecified),-8%,8%,-1%,?,?,-12%
CCCC(C(=O)NC1CCCC1)N(C(=O)c1snc(C(N)=O)c1N)c1ccc(OCC)cc1 (stereo unspecified),-10%,-5%,3%,?,?,8%
O=c1[nH]c(CSc2nnc(-c3ccccc3)n2C2CCCCC2)nc2ccccc12,13%,10%,3%,-27%,?,-2%
N#Cc1ccccc1NC(=O)COC(=O)C1CCN(C(=O)c2ccc(Cl)cc2)CC1,-4%,-3%,nt,-7%,-2%,47%[activator]
COc1ccc(NC(=O)c2c3c(nc4ccccc24)CCC3)cc1S(=O)(=O)N1CCOCC1,2%,-25%,7%,-15%,?,?
C[C@@H]1O[C@@H](O[C@H]2[C@H](Oc3cc(O)c4c(c3)OC(c3ccc(O)cc3)CC4=O)O[C@H](CO)[C@@H](O)[C@@H]2O)[C@H](O)[C@H](O)[C@H]1O (stereo partly specified),-10%,5%,nt,-7%,6%,2%
COc1ccccc1C(=O)Nc1ccc2nc(SCC(=O)N(C)C)sc2c1,0%,-5%,4%,-5%,?,12µM*
C[n+]1c(/C=C/c2ccc(O)cc2)ccc2ccccc21,6%,5%,-1%,?,?,2.3µM*
O=C(CSc1nc(-c2ccccc2Cl)ns1)Nc1ccc2c(c1)OCO2,-1%,-5%,1%,?,1.2µM*,?
COc1ccc(C2C(C(=O)Nc3ccccc3)=C(C)N=C3SCC(=O)N32)cc1 (stereo unspecified),3%,-6%,0%,-5%,-15%,71%[activator]
Oc1ccc(N=Nc2cccc(Cl)c2)cc1C=Nc1ccc(N2CCOCC2)cc1,-2%,-6%,-2%,?,?,-4%
CCOC(=O)c1ccc(NC(=O)c2cccc(S(=O)(=O)N3c4ccccc4CC3C)c2)s1 (stereo unspecified),-11%,-1%,2%,?,12µM*,?
COc1ccc(N2CCN(CC(=O)Nc3sccc3C#N)CC2)cc1,-8%,-10%,-2%,-17%,16%,?
CCOC(=O)CCC(=O)N1CCNC(=O)C1,14%,-6%,-1%,5%,44%[activator],8%
Cc1c(C(=O)OCC(=O)NCc2ccccc2)oc2ccccc12,-1%,-1%,nt,3%,2%,4%
CCC(C)[C@H](NC(=O)c1cc2cc(Cl)ccc2n1C)C(=O)N1CCC(C(=O)O)CC1 (stereo partly specified),-14%,-3%,1%,2%,4%,22%
O=C(COC(=O)c1c2c(nc3ccccc13)CCCCC2)c1ccc(Cl)s1,-9%,3%,5%,10µM*,-26%,?
O=C(N/N=C/c1coc2ccccc2c1=O)c1cc(Br)ccc1O,-8%,-3%,-7%,6%,6%,-21%

# Three entries already listed, sorted by molecular weight, ascending.
SMILES,Sm TGR inh,Tb PYK inh,LmPK inh,HCV inhibitor,Pf growth 48h,Pf growth 96h
Cc1c(Cl)c([N+](=O)[O-])nn1CCCC(=O)Nc1c(Cl)cccc1Cl,0%,8%,-2%,-17%,4%,51%[activator]
CCOC(=O)C1CCN(C(=O)c2ccc(S(=O)(=O)Nc3ccccc3Cl)cc2)CC1,-12%,-4%,nt,-10%,-12%,-6%
CCOC(=O)c1ccc(NC(=O)c2cccc(S(=O)(=O)N3c4ccccc4CC3C)c2)s1 (stereo unspecified),-11%,-1%,2%,?,12µM*,?

# (further entries)
SMILES,Sm TGR inh,Tb PYK inh,LmPK inh,HCV inhibitor,Pf growth 48h,Pf growth 96h
COc1ccccc1C(=O)NC(C)c1nc2ccccc2[nH]1 (stereo unspecified),8%,3%,1%,-21%,0%,211%[activator]
C[C@@H]1O[C@H](O[C@@H]2C=C3CC[C@H]4[C@@H](CC[C@]5(C)[C@@H](c6ccc(=O)oc6)CC[C@]45O)[C@@]3(C)CC2)[C@@H](O)[C@H](O)[C@@H]1O,nt,-4%[33.2 µM],nt,nt,-8%[12.8 µM],-21%[12.8 µM]
NC(=O)CSc1nnc(Cn2c(=O)sc3ccccc32)n1CCc1ccccc1,-5%,-13%,5%,13%,-7%,-15%
Cc1ccccc1OCc1nnc(SCC(=O)O)n1Cc1ccccc1,-3%,5%,0%,7%,4%,?
O=C(Cn1ncc2c([nH]c3ccccc32)c1=O)NCC1CCN(Cc2ccc(F)cc2)CC1,-2%&-2%,-2%&-4%,2%,18%,-32%,?
CCOc1ccccc1C(=O)Nc1nnc(C(C)C)s1,-5%,0%,8%,13µM*,nt,1%
COc1cccc(Oc2nc(N)ncc2[N+](=O)[O-])c1,-17%,-6%,-2%,3%,-1%,-18%
COc1ccc(C(=O)Nc2nnc(S(=O)(=O)Cc3ccc(F)cc3)s2)cc1,2%,-1%,0%,16%,-1%,?
Cc1ccc(C(=O)NNC(=O)c2ccccc2O)cc1S(=O)(=O)N1CCCCC1,3%,5%,nt,13µM*,?,7%
Cc1ccc(NC(=O)c2ccc3ncsc3c2)cc1S(=O)(=O)N(C)C,6%,nt,6%,nt,121%[activator],245%[activator]
COC(=O)CC1(c2ccc(OC)cc2)C(=O)c2ccccc2C1=O,0%,0%,2%,-9%,-11%,-4%
COc1cc(C(=O)Nc2ccc(OCC(=O)N3CCOCC3)cc2C)cc(OC)c1OC,4%,-10%,6%,-1%,1%,17%
Cc1noc(C)c1C(=O)Nc1nc2ccc(S(C)(=O)=O)cc2s1,7%,-9%,-22%,-28%,15%,-27%
Cc1nn(CC(=O)N2CCN(c3ccccn3)CC2)c(=O)c2cc3sccc3n12,5%,-8%,-4%,?,-22%,23%
O=C(c1cc(Cl)nc2ccccc12)N1CCN(S(=O)(=O)c2cccc(F)c2)CC1,-2%,1%,nt,12%,?,-10%

# Brought forward from above: 4 compounds, followed by the next part.
SMILES,Sm TGR inh,Tb PYK inh,LmPK inh,HCV inhibitor,Pf growth 48h,Pf growth 96h
COc1cc(C(=O)Nc2ccc(OCC(=O)N3CCOCC3)cc2C)cc(OC)c1OC,4%,-10%,6%,-1%,1%,17%
Cc1noc(C)c1C(=O)Nc1nc2ccc(S(C)(=O)=O)cc2s1,7%,-9%,-22%,-28%,15%,-27%
Cc1nn(CC(=O)N2CCN(c3ccccn3)CC2)c(=O)c2cc3sccc3n12,5%,-8%,-4%,?,-22%,23%
O=C(c1cc(Cl)nc2ccccc12)N1CCN(S(=O)(=O)c2cccc(F)c2)CC1,-2%,1%,nt,12%,?,-10%
CCN(CC(=O)Nc1ccc(OC)cc1)CC(=O)Nc1ccc(Br)cc1F,4%,2%,-16%,5%,?,-6%
O=C(Nc1cccc(C(=O)Nc2ccccc2F)c1)c1ccccc1,3%,0%,-5%,-28%,18%,8%
COc1ccc(C(=O)CC(=O)C(=O)Nc2cc(Cl)c(OC)cc2OC)cc1,-2%,-2%,13%,0%,1%,28%
Cc1nccn1CCCNC(=O)CC1C(=O)NCCN1Cc1ccc(F)cc1Cl (stereo unspecified),-11%,-4%,-6%,-22%,6%,?
CCn1cc(C(=O)NCCCN(CC(C)C)CC(C)C)c(=O)c2cc(S(=O)(=O)N(C)C3CCCCC3)ccc21,3%&3%,9%&0%,7%,9%,?,?
O=C(NNC(=O)c1cc(Br)c(Br)s1)c1csc(N2CCOCC2)n1,-4%,-6%,nt,-5%,?,19%
Oc1ccc(/C=N/Nc2nccnc2Cl)c(O)c1,-9%,?,13µM*,?,nt,?
CN(C)S(=O)(=O)N1CCCC(C(=O)c2ccc(-c3ccccc3)cc2)C1 (stereo unspecified),0%,-6%,1%,6%,-27%,?
CCCCn1c(C)cc2cc(O)ccc21,4%,-7%,7%,0%,?,18%
c1csc(-c2ccc3ccccc3n2)c1,0%,-7%,-17%,3%,117%[activator],-2%[5.75 µM]
COc1ccc(OC)c(S(=O)(=O)N2CCC(C(=O)NCc3cccnc3)CC2)c1,-8%,-11%,0%,-7%,7%,?
Cc1ccc(C)c(NC(=O)c2cc(-c3cccnc3)nc3ccccc23)c1,3%,0%,5%,18%,150%[activator],33%[activator]
CCOC(=O)c1c(S(=O)(=O)NCc2ccc(OC)cc2)c(C)n(C)c1C,-5%,-1%,-2%,13%,-12%,-5%
O=C(OCC(=O)N1CCCC1=O)c1ccc(O)cc1O,1%,-3%,nt,14%,4%,10%
Cc1ccc(S(=O)(=O)NC(N)=NCCc2ccccc2)cc1C,3%,-5%,0%,5%,49%[activator],52%[activator]
COC(=O)CNC(=O)c1ccc(NS(=O)(=O)c2cc([N+](=O)[O-])ccc2Cl)cc1,?,1%,12%,13%,?,-4%
N/C(=N\N=C/c1ccc(Br)cc1)N/N=C\c1ccc(Br)cc1,-10%,-2%,1%,?,?,32%[activator]
O=C(Nc1ccc(-c2nc3cccnc3s2)cc1)c1cccnc1Cl,16%,0%,11%,6.3µM*,144%[activator],6%
O=C(O)CCSCCCN1C(=O)c2cccc3cccc(c23)C1=O,3%,-3%,4%,0%,-21%[5.75 µM],-55%
CC(C)=CCCC(C)CN1CCC(n2nccc2NC(=O)C2CCCC2)CC1 (stereo unspecified),-5%,3%,-1%,-18%,-12%,-18%
CCCCC(=O)Nc1nnc(S(=O)(=O)N2CCCc3ccccc32)s1,-13%,4%,1%,3%,9%,-19%
CCOC(=O)CC1C(=O)NCCN1C(=O)COc1ccc(C(C)(C)C)cc1 (stereo unspecified),-1%,3%,-6%,19%,0%,28%
COc1cc(NS(=O)(=O)c2ccc(NC(=O)c3ccc(F)cc3)cc2)ncn1,-3%,11%,-7%,nt,-11%,-2%
CS(=O)(=O)c1ccccc1C(=O)N(CCC1=CCCCC1)c1c(N)n(Cc2ccccc2)c(=O)[nH]c1=O,-19%,-1%,nt,5%,?,?
O=S(=O)(Nc1nc(CN2CCOCC2)nc2sc3c(c12)CCCC3)c1cc(F)ccc1F,3%,1%,4%,-2%,?,-3%
Cn1nnc(NC(=O)C(c2ccccc2)c2ccccc2)n1,3%,0%,3%,-11%,22%,-10%
COc1ccc(S(=O)(=O)N2CCCC2C(=O)NCC(=O)Nc2cccc(Cl)c2C)cc1 (stereo unspecified),-1%,0%,-3%,-2%,?,-5%
CCOc1ccc(C(=O)C2CCN(CC(=O)Nc3ccccc3N3CCOCC3)CC2)cc1,-23%,0%,1%,?,-26%,nt
